Bioassay records deposited in PubChem BioAssay by Johns Hopkins Ion Channel Center.
TRPC4 block: blocks the mouse TRPC4 cation channel. Q9QUQ5. HEK293 TRPC4beta/mu-opioid, DAMGO-evoked Fluo4 calcium flux; stronger effect = lower value. B-score at 10 µM. hit rate 0.39% among 300,000. AID 2247;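 active = B-score over 3 SD under the library average, no early fluorescence shift, positive overall ratio signal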
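Assay system: TRPC4beta/mu-opioid receptor HEK293 cell line; compound dosing: single concentration per test compound; detection: Fluo4 Ca2+ flux fluorescence; evaluation: per-well B score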
RGS4 block: inhibitors of human RGS4; AID 463165; hit rate 0.45% among 310,000; B-score at 10 µM; HEK293 M3R/RGS4 inducible, Fluo-4 calcium flux; stronger effect = higher value; triggered by carbachol at its EC20;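 active = B-score, a plate-corrected calcium signal, over three deviations above library mean, with baseline fluorescence within five deviations of library mean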;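 also: RGS4 expression induced by doxycycline in cells with stable M3 receptor; B-score is computed from the integrated fluorescence ratio over baseline after carbachol; higher B-score means a larger calcium signal and so more RGS4 inhibition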
ANO1 block: mouse TMEM16A channel inhibition, primary screen | normalized B-score (activity score, 25-100; higher = stronger inhibition) at 10 µM | hit rate 1.2% among 310,000 | AID 588511 | Q8BHY3 | HEK293 TMEM16A/YFP iodide influx fluorescence, ionomycin;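 active = ratio plate-corrected score three or more library SD toward inhibition, starting fluorescence score within five deviations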;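 also: score derived from kinetic fluorescence span divided by baseline fluorescence per well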
Target sequence (Q8BHY3 whole entry, looked up): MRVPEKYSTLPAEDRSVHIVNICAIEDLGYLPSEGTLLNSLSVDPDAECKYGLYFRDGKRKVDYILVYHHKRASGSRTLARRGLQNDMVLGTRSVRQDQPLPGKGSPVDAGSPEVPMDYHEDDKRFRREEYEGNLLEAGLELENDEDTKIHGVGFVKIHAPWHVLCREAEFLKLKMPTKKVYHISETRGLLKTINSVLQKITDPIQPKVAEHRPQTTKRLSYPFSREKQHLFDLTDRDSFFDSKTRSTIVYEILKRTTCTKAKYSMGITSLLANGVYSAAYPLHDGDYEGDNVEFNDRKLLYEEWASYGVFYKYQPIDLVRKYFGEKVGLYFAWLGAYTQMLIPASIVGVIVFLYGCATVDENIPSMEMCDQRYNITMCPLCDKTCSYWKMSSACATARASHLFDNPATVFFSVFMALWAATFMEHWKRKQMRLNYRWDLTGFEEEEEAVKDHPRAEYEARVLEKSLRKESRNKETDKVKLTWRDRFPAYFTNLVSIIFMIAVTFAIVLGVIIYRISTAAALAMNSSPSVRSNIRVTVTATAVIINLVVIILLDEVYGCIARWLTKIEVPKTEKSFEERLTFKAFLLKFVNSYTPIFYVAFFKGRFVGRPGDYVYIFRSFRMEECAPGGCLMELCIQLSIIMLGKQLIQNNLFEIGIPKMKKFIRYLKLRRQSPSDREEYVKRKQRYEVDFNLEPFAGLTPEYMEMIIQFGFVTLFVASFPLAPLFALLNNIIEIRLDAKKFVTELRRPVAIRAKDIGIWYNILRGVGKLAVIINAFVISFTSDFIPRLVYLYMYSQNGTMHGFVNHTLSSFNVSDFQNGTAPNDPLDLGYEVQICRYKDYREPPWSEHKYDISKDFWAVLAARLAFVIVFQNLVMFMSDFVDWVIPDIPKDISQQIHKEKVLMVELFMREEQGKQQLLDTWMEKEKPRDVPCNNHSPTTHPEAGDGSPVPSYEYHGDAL
TRPC6 inh: inhibitors of mouse TRPC6 channel. Q61143. HEK293-TRPC6, membrane potential dye, ACh-evoked depolarization; stronger effect = lower value. B-score at 10 µM. hit rate 1.1% among 310,000;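 active = B-score under library mean minus 3 SD, initial fluorescence not abnormally high, positive integrated signal ratio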;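 also: B-score derived from integrated fluorescence ratio over the kinetic read; more negative B-score means stronger inhibition of depolarization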
TRPC4 potent: TRPC4 (mouse) allosteric potentiation. HEK293 TRPC4beta/mu-opioid, DAMGO EC20, Fluo-4 Ca2+ flux; stronger effect = higher value. AID 2227. B-score at 10 µM. hit rate 0.42% among 310,000. Q9QUQ5;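 active = B-score of calcium response area above 5 SD of library B-scores, with initial fluorescence ratio within 5 SD of library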;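 also: B-score of integrated fluorescence ratio over time as area under calcium response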
MrgX1 antagonist: antagonists of human MrgX1 receptor; AID 588676; B-score at 10 µM; hit rate 1.3% among 310,000; Q96LB2; MRGX1-HEK293 calcium flux, Fluo-4, BAM8-22 antagonism; stronger effect = lower value;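 active = calcium-response B-score plate-corrected more than 3 library SD below zero, starting fluorescence within 5 deviations, no agonist response on first addition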;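 also: peak minus trough fluorescence over baseline after final BAM8-22 challenge near maximal dose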
MrgX1 PAM: human MrgX1 positive allosteric modulation, primary screen. Q96LB2. MrgX1-HEK293, Fluo-4 calcium flux, FDSS; stronger effect = higher value. B-score at 10 µM. hit rate 0.63% among 310,000;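 active = plate-corrected calcium response at least 3 library SD above typical, normal starting fluorescence, not activating the receptor alone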;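 also: compound read alongside a low EC10 to EC30 dose of BAM8-22 agonist; peak minus trough fluorescence over baseline measured at the second addition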
TRPC4 act: opens the mouse TRPC4 cation channel | B-score at 10 µM | HEK293 TRPC4beta/mu-opioid, Fluo4 calcium fluorescence; stronger effect = higher value | AID 2237 | hit rate 0.49% among 310,000;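 active = B-score above 5 SD of library B-scores, and initial fluorescence ratio not above library mean plus 5 SD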;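 also: positive B-score marks a calcium rise read as TRPC4 activation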
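System – HEK293 cells stably co-expressing mouse TRPC4beta and mu-opioid receptor · Signal – Fluo4 calcium-sensitive dye fluorescence, kinetic, 1 Hz baseline · Benchmarks – buffer (low) and maximal DAMGO (high) · Read-out – B score of integrated fluorescence ratio per well · Incubation – dye loading 45 min room temperature, 110 s kinetic read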
TRPC6 act: mouse TRPC6 channel activation; Q61143; HEK293-TRPC6 membrane potential dye fluorescence; stronger effect = higher value; B-score at 10 µM; hit rate 0.13% among 310,000;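 active = B-score of the integrated fluorescence ratio above library mean plus 3 SD, and starting fluorescence ratio within library mean plus 5 SD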;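 also: higher score means more depolarization so channel activation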
MrgX1 ag: activates human MrgX1 receptor signaling; Q96LB2; MrgX1-HEK293 cells, Fluo-4 calcium fluorescence, agonist mode; stronger effect = higher value; B-score at 10 µM; hit rate 0.44% among 310,000;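 active = calcium response B-score plate-corrected fluorescence ratio at least 3 library SD, with starting fluorescence B-score inside 5 SD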
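times = overnight plating, then 30 min 37 °C plus 30 min room-temperature dye loading | assay system = stable human MrgX1 HEK293 cell line | input = fifteen thousand cells per well | signal = kinetic calcium dye fluorescence, Fluo-4 NW | dosing = compound delivered in addition one of three | read-out = B-scored fluorescence response ratio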
ANO1 activ: activates or potentiates the mouse TMEM16A chloride channel | Q8BHY3 | HEK293 TMEM16A/YFP-H148Q/I152L, iodide quench fluorescence; stronger effect = lower value | B-score at 10 µM | hit rate 0.3% among 340,000;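 active = fluorescence-ratio B-score plate-corrected deviation score at least 3 library SD below zero, with starting fluorescence score within 5 deviations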;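 also: channel opened by trigger with iodide after compound preincubation; score built on the fluorescence ratio of max minus min over baseline; more negative score means more quench and so TMEM16A activation or potentiation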
* marks the source's active call; other numbers are inactive results; i = inactive; . = no result given.

#	SMILES	TRPC4 block	RGS4 block	ANO1 block	TRPC6 inh	TRPC4 potent	MrgX1 antagonist	MrgX1 PAM	TRPC4 act	TRPC6 act	MrgX1 ag	ANO1 activ
1	COC(=O)[C@@H]1C[C@@]2(O)[C@@H](O)[C@@H](O)[C@@H](O)C[C@H]2N1Cc1ccc(Cl)cc1	i	i	i	i	i	i	i	i	i	i	i
2	CC(C)C[C@H](N)c1nnc(S(=O)(=O)Cc2ccc(F)cc2)o1	i	i	i	i	i	i	i	i	i	i	i
3	Cc1cccc(Nc2nc(N3CCOCC3)nc(N3CCOCC3)n2)c1	i	i	i	i	i	i	i	i	i	i	i
4	CCc1cc(C(=O)N/N=C/c2ccc(O)cc2O)c2ccccc2n1	i	i	i	i	i	i	i	i	i	i	i
5	Cc1ccccc1-c1noc(-c2ccccc2C(=O)N2CCCC2)n1	i	i	i	i	i	i	i	i	i	i	i
6	CC1CN(c2ccc(S(=O)(=O)N3CCCC3)cn2)CC(C)O1 (stereo not given)	i	i	i	i	i	i	i	i	i	i	i
7	CCc1ccccc1NC1c2ccccc2C(=O)N1Cc1ccco1 (stereo not given)	i	i	i	i	i	i	i	i	i	i	i
8	O=C(O)C1CC=CCC1C(=O)NCc1ccccc1 (stereo not given)	i	i	i	i	i	i	i	i	i	i	i
9	COc1ccc(-c2csc(Cc3nnc(N4CCOCC4)n3-c3ccccc3)n2)cc1	i	i	i	i	i	i	i	i	i	i	i
10	O=C(O)CCNC(=S)Nc1cccc(F)c1	i	i	i	i	i	i	i	i	i	i	i
11	O=C(COc1ccccc1)NCC(=O)N/N=C/c1cccs1	i	i	i	i	i	i	i	i	i	i	i
12	O=C(Nc1ccccc1N1CCCC1)c1ccc(Cl)cc1Cl	i	i	i	i	i	i	i	i	i	i	i
13	CCCCOP(=O)(OCCCC)C(O)c1ccc(F)cc1 (stereo not given)	i	i	i	i	i	i	i	i	i	i	i
14	CSc1nsc(SCC(=O)Nc2ccc(OC(C)=O)cc2)n1	i	i	i	i	i	i	i	i	i	i	i
15	Cc1ccc(C(c2sc3nc(C)nn3c2O)N2CCN(CCO)CC2)cc1 (stereo not given)	i	i	i	i	i	i	i	i	i	i	i
16	COc1ccc(OCCSc2nnc(-c3cccnc3)n2N)cc1	i	i	i	i	i	i	i	i	i	i	i
17	CCC(C)NCCCOc1ccc(Cl)cc1C(C)(C)C (stereo not given)	i	i	i	i	i	i	i	i	i	i	i
18	COc1c(F)cc2[nH]c3c(c2c1F)CCNC3=O	i	i	i	i	i	i	i	i	i	i	i
19	NNc1nc2sc3c(c2c(=O)n1C1CCCCC1)CCN(Cc1ccccc1)C3	i	i	i	i	i	i	i	i	i	i	i
20	COC(=O)CCC(=O)NC(=S)Nc1sc(C)c(C)c1C(N)=O	i	i	i	i	i	i	i	i	i	i	i
21	CC(=O)N/C(=C\c1ccccc1)C(=O)OCCCOC(=O)/C(=C/c1ccccc1)NC(C)=O	i	i	i	i	i	i	i	i	i	i	i
22	COc1ccccc1NC(=O)Nc1ccc(-n2ccc(C(F)(F)F)n2)cc1	i	i	i	i	i	i	i	i	i	i	i
23	CN1C(=O)CSC1=Nc1cccc(C(=O)O)c1	i	i	i	i	i	i	i	i	i	i	i
24	Cc1ccc(C)c(/C=C2\CCn3c2nc2cc(C(=O)O)ccc2c3=O)c1	i	i	i	i	i	i	i	i	i	i	i
25	CN(C)CC/C=C1\c2ccccc2COc2ccccc21	i	i	i	i	i	i	i	i	i	i	i
26	COc1c(O)cccc1[C@H](O)C1CCN(CCc2ccc(F)cc2)CC1	i	i	i	i	i	i	i	i	i	i	i
27	CCOc1ccccc1NC(=O)Nc1ccncc1	i	i	i	i	i	i	i	i	i	i	i
28	COc1cccc(/C=N/n2nnc3c(cnn3-c3ccccc3)c2=O)c1	.	.	i	.	.	i	i	.	.	i	i
29	COc1ccc(C(=O)SC2=NCCS2)cc1OC	i	i	i	i	i	i	i	i	i	i	i
30	COc1ccc([C@H]2/C=C\CN(S(C)(=O)=O)[C@@H](C)C(=O)N2Cc2ccc(F)cc2)cc1	i	i	i	i	i	i	i	i	i	i	i
31	CC1CCc2c(sc(N)c2C(N)=O)C1 (stereo not given)	i	i	i	i	i	i	i	i	i	i	i
32	CCOc1cc(/C=C2\NC(=O)NC2=O)ccc1OC(C)C(=O)O (stereo not given)	i	i	i	i	i	i	i	i	i	i	i
33	CC1=C(C(=O)Nc2ccc(C)cc2C)C(c2cccc([N+](=O)[O-])c2)n2nc(C(=O)OC(C)C)nc2N1 (stereo not given)	i	i	i	i	i	i	i	i	i	i	i
34	C/C=C(\C)CN1CCC(n2nccc2NC(=O)CCc2ccccc2)CC1	-6*	i	i	i	i	i	i	46*	i	i	i
35	O=C(Nc1ccc(C(=O)O)cc1)Nc1cccc([N+](=O)[O-])c1	i	i	i	i	i	i	i	i	i	i	i
36	CCOC(=O)c1ccc(NS(=O)(=O)c2ccc3c(c2)NC(=O)CCS3)cc1	i	i	i	i	i	i	i	i	i	i	i
37	O=C(O)C1C(c2ccccc2)C(C(=O)N2CCOCC2)C1c1ccccc1 (stereo not given)	i	i	i	i	i	i	i	i	i	i	i
38	CCOC(=O)C1=C(C)Nc2nc(SCC)nn2C1c1ccc(OC)cc1 (stereo not given)	i	i	i	i	i	i	i	i	i	i	i
39	CCCN(C(=O)CSc1nnc(-c2ccoc2C)n1N)C1CCS(=O)(=O)C1 (stereo not given)	i	i	i	i	i	i	i	i	i	i	i
40	COC(=O)c1ccc(/C=N/N2C(C)CCCC2C)cc1 (stereo not given)	i	i	i	i	i	i	6.7*	i	i	i	i
41	CC(NC(=O)CN(C)Cc1nc2ccccc2c(=O)[nH]1)c1ccccc1 (stereo not given)	i	i	i	i	i	i	i	i	i	i	i
42	COc1ccc(OCC(O)CNS(=O)(=O)c2cccc(Cl)c2)cc1 (stereo not given)	i	i	i	i	i	i	i	i	i	i	i
43	Cc1cccc(OCCNC(=O)c2cccc(Oc3ccc(C(F)(F)F)cc3[N+](=O)[O-])c2)c1	i	i	i	i	i	i	i	i	i	i	i
44	CCOC(=O)c1c(C)[nH]c(C)c1C(=O)COC(=O)c1cc(OC)cc(OC)c1	i	i	i	i	i	i	i	i	i	i	i
45	CN1C(=O)c2ccc(NC(=O)c3c(F)c(F)c(F)c(F)c3F)cc2C1=O	i	i	i	i	i	i	i	i	i	i	i
46	CC1CN(/C(=N\S(=O)(=O)c2ccccc2)c2ccccc2)CC(C)O1 (stereo not given)	i	i	i	i	i	i	i	i	i	i	i
47	COc1ccc(CC(=O)Nc2ccc(/C(C)=N/NC(=O)c3ccc(OC)cc3OC)cc2)cc1	i	i	i	i	i	i	i	i	i	i	i
48	CSc1nc2ccccc2n1C(=O)NC1CCCCC1	i	i	i	i	i	i	i	i	i	i	i
49	Cc1cc(C(=O)N/N=C/c2cccnc2)c2ccccc2n1	i	i	i	i	i	i	i	i	i	i	i
50	COc1ccc(C)cc1N(C(=O)c1ccco1)C(C(=O)NC1CCCC1)c1cc(OC)c(OC)c(OC)c1 (stereo not given)	i	i	i	i	i	i	i	i	i	i	i
51	CCC(=O)Nc1cccc(NC(=S)NC(=O)c2ccc(Cl)cc2Cl)c1	i	i	i	i	i	i	i	i	i	i	i
52	CCC(C)NC(=O)C1c2ccccc2C(=O)N(c2ccc(OC)cc2)C1c1ccc(OC)cc1 (stereo not given)	i	i	i	i	i	-6.46*	i	i	i	i	i
53	Cn1c(=O)c2c(nc(N3CCOCC3)n2CCSc2ncccn2)n(C)c1=O	i	i	i	-5.62*	i	i	i	i	i	i	i
54	Cc1ccc(/C=C/C(=O)N2CCN(c3ccc(F)cc3)CC2)o1	i	i	i	i	i	i	i	i	i	i	i
55	Cc1ccc(S(=O)(=O)CC(=O)Nc2nnc(C(C)(C)C)s2)cc1	i	i	i	i	i	i	i	i	i	i	i
56	COc1ccc(NC(=O)C2CCCN(S(=O)(=O)c3ccc(C)cc3)C2)cc1OC (stereo not given)	i	i	i	i	i	i	i	i	i	i	i
57	COc1ccc(C2CC3(CC(C)(C)NC(=O)N3)Oc3cc(O)ccc32)cc1 (stereo not given)	i	i	i	i	i	i	i	i	i	i	i
58	O=C(O)CSc1nnc(-c2ccccc2)o1	i	i	i	i	i	i	i	i	i	i	i
59	CCOC(=O)N/N=C(C)/C=C/c1ccco1	i	i	i	i	i	i	i	i	i	i	i
60	CN1/C(=C\C(=O)C[n+]2ccc3ccccc3c2)C(C)(C)c2ccccc21	-6*	i	.	i	i	.	.	i	i	.	i

(next part)
#	SMILES	TRPC4 block	RGS4 block	ANO1 block	TRPC6 inh	TRPC4 potent	MrgX1 antagonist	MrgX1 PAM	TRPC4 act	TRPC6 act	MrgX1 ag	ANO1 activ
61	CS(=O)(=O)N1CCN(C(=O)c2ccc3c(c2)OCCO3)CC1	i	i	i	i	i	i	i	i	i	i	i
62	CCn1c(CNc2nc(-c3ccccc3)cs2)nnc1SCC(=O)NCc1ccco1	i	i	.	i	i	.	.	i	i	.	i
63	O=c1cc(N2CCCCC2)c2ccccc2o1	i	i	i	i	i	i	i	i	i	i	i
64	OCC1(CCc2ccccc2)CCN(Cc2cc(F)ccc2-n2cccn2)CC1	i	i	i	i	i	i	i	82*	i	i	i
65	CCC(=O)N1CCc2cc(Br)cc(S(=O)(=O)CCC(=O)NCCOC)c21	i	i	i	i	i	i	i	i	i	i	i
66	O=C(CC1CCS(=O)(=O)C1)NC1CCCCC1 (stereo not given)	i	i	i	i	i	i	i	i	i	i	i
67	CCC(Oc1ccccc1)C(=O)N(C)CC(=O)N(CC(C)C)c1c(N)n(CC(C)C)c(=O)[nH]c1=O (stereo not given)	i	i	i	i	i	i	i	i	i	i	i
